Screening results as filed in PubChem BioAssay.
ALOX12 inh: Primary qHTS assay for inhibitors of human arachidonate 12S-lipoxygenase (ALOX12): Round 2. Potency, µM (titrated, usually from 108 µM), for inactives: top-dose activity change, negative = inhibition, usual class: inhibitors. AID 1671190, 2021. purified 12hLO, xylenol orange hydroperoxide absorbance. 1.1% of 580,000 active; also: % is scaled to controls: 0 for no effect and ±100 for the full control effect
Target sequence (P18054 whole entry, looked up): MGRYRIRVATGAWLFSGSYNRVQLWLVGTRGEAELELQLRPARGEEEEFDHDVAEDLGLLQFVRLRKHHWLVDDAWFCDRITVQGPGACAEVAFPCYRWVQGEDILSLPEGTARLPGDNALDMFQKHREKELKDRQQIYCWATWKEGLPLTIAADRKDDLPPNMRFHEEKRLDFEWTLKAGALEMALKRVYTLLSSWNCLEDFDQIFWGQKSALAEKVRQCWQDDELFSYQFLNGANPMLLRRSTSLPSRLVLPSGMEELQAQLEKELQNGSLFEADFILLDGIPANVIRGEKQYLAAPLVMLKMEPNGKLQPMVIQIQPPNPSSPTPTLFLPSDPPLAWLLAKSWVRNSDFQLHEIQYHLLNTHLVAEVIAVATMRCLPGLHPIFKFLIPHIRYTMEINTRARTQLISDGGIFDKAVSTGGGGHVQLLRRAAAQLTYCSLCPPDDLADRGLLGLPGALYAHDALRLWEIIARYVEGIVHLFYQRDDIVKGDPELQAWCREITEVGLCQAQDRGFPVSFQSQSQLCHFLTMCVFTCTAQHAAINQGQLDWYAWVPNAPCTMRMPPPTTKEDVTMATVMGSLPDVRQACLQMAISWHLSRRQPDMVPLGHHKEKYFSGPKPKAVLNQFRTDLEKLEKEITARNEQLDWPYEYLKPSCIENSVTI
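Purified human 12hLO at 150 nM in 25 mM Hepes, 0.01% Triton X-100, pH 7.0, preincubated 15 min at room temperature with compound. Reaction started with 40 uM arachidonic acid, 30 min at room temperature. Hydroperoxide measured by Fe-xylenol orange, 573/405 nm absorbance ratio.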
RXFP1 agonist: qHTS Assay for Agonists of the Relaxin Receptor RXFP1; Relaxin receptor 1 (Homo sapiens), Q9HBX9; HEK293T-RXFP1 cAMP TR-FRET, 30 min; response scale: percent of porcine relaxin response, buffer zero; Potency, µM (series often up to 57.5 µM), without a hit: at the highest dose activation, hits mostly activators; 0.3% of 370,000 active; also: % is scaled to controls: 0 for no effect and ±100 for the full control effect; nearly all actives have a fitted effect of over 60% in size; many of its hits are not listed in these tables
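Agonist response is measured as cAMP accumulation in an RXFP1-transfected HEK293T line under PDE4 inhibition. Values are scaled between buffer-only and 29 nM porcine relaxin, and EC50s come from standard Hill equation fits.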
Vif-A3G inh: qHTS for Inhibitors of Vif-A3G Interactions: qHTS. DNA dC->dU-editing enzyme APOBEC-3G (Homo sapiens), Q9HC16. HeLa A3G-eYFP + Vif (tagged APOBEC3G with the HIV-1 protein that degrades it), YFP fluorescence, overnight. Potency, µM (top dose mostly 46.1 µM), inactives show at the top dose activity, negative = active, usual class: inhibitors. 0.076% of 410,000 active;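 also: % is scaled to controls: 0 for no effect and ±100 for the full control effect; nearly all actives have a fitted effect of over 60% in size; hits raise eYFP signal because A3G escapes Vif-driven loss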
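HeLa cells stably expressing Vif and C-terminally eYFP-tagged A3G, seeded overnight at 37 deg C, then exposed to compound by pintool overnight at 37 deg C. Rise in yellow fluorescence (Ex 488/Em 500-530, Acumen) marks blocked Vif-driven A3G degradation.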
USP1-UAF1 inh: Inhibitors of USP1/UAF1: Primary Screen; Ubiquitin carboxyl-terminal hydrolase 1 (Homo sapiens), O94782; recombinant USP1/UAF1, Ub-Rhodamine cleavage fluorescence; Potency, µM (top dose mostly 57.1 µM), without a hit: at the top dose activity change, negative = inhibition, usual class: inhibitors; 0.23% of 390,000 active; AID 743255, 2014; also: % is scaled to controls: 0 for no effect and ±100 for the full control effect; nearly all actives have a fitted effect of over 60% in size; inactives centre near -12
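1 nM enzyme complex + cpd, 15 min RT; start with Ub-Rho 150nM final; kinetic fluorescence ex 480/em 540, 6 reads q60 s. Buffer 50mM HEPES pH 7.8, 0.5mM EDTA, 0.1 mg/ml BSA, 1mM TCEP, 0.01% Tween-20.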
TrxR1 substrate: qHTS Assay for Substrates of Mammalian Selenoprotein Thioredoxin Reductase 1 (TrxR1): qHTS; purified TrxR1 substrate turnover, NADPH consumption readout; AID 588456, 2011; 0.01% of 390,000 active; Potency, µM (titrated, usually from 114 µM), inactives show top-dose activity change, negative = substrate turnover; also: % is scaled to controls: 0 for no effect and ±100 for the full control effect; nearly all actives have a fitted effect of over 50% in size
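Rat TrxR1, dispensed at 90 nM, was prereduced with 400 uM NADPH (final) for 5 min at ~22 deg C, then incubated with compound 15 min before 400 uM selenite. A first-read NADPH fluorescence drop versus no-compound background flagged substrates.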
mIDH1 inhibitor: qHTS for Inhibitors of mutant isocitrate dehydrogenase 1 (IDH1): qHTS; IDH1-R132H enzyme, NADPH consumption, diaphorase/resazurin fluorescence; Potency, µM (highest dose often 76.6 µM), for inactives: at the top dose activity change, negative = inhibition, most hits filed as inhibitors; 0.093% of 390,000 active; also: % is scaled to controls: 0 for no effect and ±100 for the full control effect; nearly all actives have a fitted effect of over 65% in size
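IDH1-R132H (0.5 ug/mL dispensed) in pH 7.5 Tris buffer was preincubated 30 min with compound, then given a substrate mix of 0.016 mM NADPH and 2 mM alpha-KG for 80 min at room temperature; remaining NADPH was read by diaphorase/resazurin fluorescence.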
rTrxR1 inhibitor: qHTS Assay for Inhibitors of Mammalian Selenoprotein Thioredoxin Reductase 1 (TrxR1): qHTS; 1% of 390,000 active; Potency, µM (highest dose often 114 µM), for inactives: top-dose activity change, negative = inhibition, actives largely listed as inhibitors; AID 588453, 2011; recombinant rTrxR1, NADPH fluorescence consumption, selenite substrate; Thioredoxin reductase 1, cytoplasmic (Rattus norvegicus), O89049; also: % is scaled to controls: 0 for no effect and ±100 for the full control effect; nearly all actives have a fitted effect of over 65% in size
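Rat TrxR1 (90 nM in the dispensed reagent) was pre-reduced with 400 uM NADPH for 5 min at room temperature, then incubated with compound for 15 min. After 400 uM selenite was added, NADPH fluorescence (Ex 340/Em 450 nm) was followed for 8 min.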
RGS4 inhibitor: Inhibitors of Regulator of G Protein Signaling (RGS) 4: qHTS; Regulator of G-protein signaling 4 (Homo sapiens), P49798; Transcreener GDP fluorescence polarization, RGS4-accelerated GTP hydrolysis; Potency, µM (titrated, usually from 114 µM), for the others: at the highest dose activity change, negative = inhibition, actives largely listed as inhibitors; 0.039% of 390,000 active; AID 504845, 2011; also: % is scaled to controls: 0 for no effect and ±100 for the full control effect; nearly all actives have a fitted effect of over 75% in size; some results filed as inactive show a strong effect at the top dose
Target sequence (P49798 whole entry, looked up): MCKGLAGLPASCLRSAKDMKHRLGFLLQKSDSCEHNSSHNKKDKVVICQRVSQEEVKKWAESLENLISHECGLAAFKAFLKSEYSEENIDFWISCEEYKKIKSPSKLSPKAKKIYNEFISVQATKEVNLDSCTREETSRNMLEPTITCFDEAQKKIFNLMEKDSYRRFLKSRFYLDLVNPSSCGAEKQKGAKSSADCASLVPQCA
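MLSMR compounds (23 nl, pin-transferred) preincubated 10 min at room temperature with a 500nM (2x) first reagent, then RGS4 at 900nM (2x) plus Transcreener GDP mix added; fluorescence polarization (620/688 nm) read before and after 90 min at 30 °C.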
Vif-A3F inh: qHTS for Inhibitors of Vif-A3F Interactions: qHTS; Potency, µM (highest dose often 46.1 µM), without a hit: at the top dose activity, negative = active; 0.2% of 390,000 active; HeLa A3F-eYFP + Vif (tagged APOBEC3F with the HIV-1 protein that degrades it), YFP fluorescence increase; AID 602313, 2012; also: % of control where 0% means no effect; nearly all actives have a fitted effect of over 65% in size
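HeLa cells stably expressing Vif plus C-terminally eYFP-tagged A3F were seeded, incubated overnight at 37 deg C, dosed with compound, incubated overnight again at 37 deg C. Yellow fluorescence (Ex 488/Em 500-530) reported blocked Vif-mediated A3F-eYFP degradation.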
Starred values were filed as active, the others as inactive; i = inactive; ? = inconclusive; / = no result given; & = joins results of further samples; [ ] = another dose, or the depositor's remark. Calls follow the shape of the dose curve; as a rule, active = well fitted curve in the direction sought with a large enough effect; inconclusive = small, poorly fitted or top-dose-only effect, or another doubt; inactive = no such curve, though single readings can be large; an effect the other way counts as inactive or inconclusive. Potency is read from the fitted curve at half-maximal effect. Some of the compounds tested; rates above refer to the full screens.

Compound	ALOX12 inh	RXFP1 agonist	Vif-A3G inh	USP1-UAF1 inh	TrxR1 substrate	mIDH1 inhibitor	rTrxR1 inhibitor	RGS4 inhibitor	Vif-A3F inh
COC(=O)C(Cc1ccccc1)NC(=O)CNC(=O)c1ccc(Br)o1 (stereo not given)	18%	0.1%	1%	2%	-2%	3%	4%	1%	-5%
Cc1ccc(S(=O)(=O)C(C#N)c2nc3ccccc3nc2OCCO)cc1 (stereo not given)	-24%	1.0%	1%	0%	-14%	3%	3%	13%	7%
COc1ccc(CN2CCN(C(=O)c3cccnc3)CC2)cc1Br	?	2.0%	1%	-8%	4%	6%	-11%	-6%	0%
Cc1cc(C)cc(Oc2coc3c(CN4CCN(C)CC4)c(O)ccc3c2=O)c1	-3%	4.4%	8%	-8%	23%	2%	-5%	12%	-11%
Oc1ccc(/C=N/Nc2cccc3cccnc23)c(O)c1	-11%	0.0%	-21%	-4%	6%	4%	6%	-27%	-8%
CCN(CC)CCOC(=O)c1ccc(NC(=O)c2ccc(Cl)c(S(=O)(=O)N3CCCCCC3)c2)cc1	?	3.2%	-6%	-7%	4%	6%	33%	14%	-9%
CCCCN(C)CCCNC(=O)C1CCN(c2nc3ccc(CC)cc3s2)CC1	6%	0.0%	5%	12%	-3%	17%	3%	-21%	0%
O=C(CS(=O)(=O)c1cccc2nsnc12)N1CCN(c2cccc(Cl)c2)CC1	20%&-14%	0.8%	-13%	-25%	3%[57.1 µM]	-14%	9%[57.1 µM]	-36%	-2%
CCC(C)(C)n1nnnc1CN1CCN(C(c2ccccc2)c2ccccc2)CC1	0%	0.3%	3%	-24%	-10%	-3%	-18%	-21%	/
CCc1ccc(Nc2nc3c(S(=O)(=O)c4cccc(Cl)c4)nnn3c3ccsc23)cc1	-16%	1.4%	-2%	-12%	26%	0%	11%	-12%	2%
COc1ccc(-c2oc3ncn(CCN4CCOCC4)c(=N)c3c2-c2ccc(OC)cc2)cc1	0%	0.9%	3%	-19%	8%	0%	4%	-3%	-3%
COc1ccc(OC)c(NC(=O)CSc2nnc(Cc3cccn3C)n2-c2ccc(F)cc2)c1	i	0.4%	-3%	-19%	5%[57.1 µM]	-5%	8%[57.1 µM]	-15%	-4%
Brc1ccc2[nH]c3nc(SCCN4CCOCC4)nnc3c2c1	?	2.7%	-6%&-3%	-9%&-2%	9%&-20%[57.1 µM]	4%&8%	2%&28%[57.1 µM]	28%&-32%	2%&5%
O=C(NCCN1CCOCC1)c1cccc(S(=O)(=O)Nc2ccc(F)cc2)c1	6%	-0.3%	-2%	-13%	-10%	-7%	-22%	43%	0%
COc1cc(Cl)c(C)cc1NC(=O)CSc1ccccc1	1%	-0.2%	-5%	-6%	4%[57.1 µM]	0%	17%[57.1 µM]	29%	-15%
COc1ccc(/C(O)=C2\C(=O)C(=O)N(CC3CCCO3)C2c2cc(OC)ccc2OC)cc1 (stereo not given)	?	10%	2%	5%	-7%	-3%	6%	10%	-1%
CCn1cc(/C=C(\NC(=O)c2ccc(OC)cc2)C(=O)NCCCn2ccnc2)c2ccccc21	-15%&1%	1.2%	-3%&-4%	-11%&-12%	-6%	-8%&15%	-2%	18%	10%&-2%
COc1ccc(C2CC(c3c(-c4ccccc4)c4cc(Cl)ccc4[nH]c3=O)=NN2C(=O)CCC(=O)O)cc1 (stereo not given)	?	-1.1%	0%	-34%	13%	-7%	20%[57.1 µM]	-2%	-8%
COc1ccccc1C(=O)NNC(=O)C12CC3CC(CC(C3)C1)C2	2%	3.1%	-2%	-1%	-1%	0%	13%	18%	-9%
COc1c(Cl)cnn(-c2cccc(C)c2)c1=O	304%[activator]	6.1%	0%	-17%	-2%	1%	6%	-20%	-1%
CCCC12CN3CC(CCC)(CN(C1)C3c1c[nH]c3ccc(OC)cc13)C2=O (stereo not given)	-8%&4%	-0.4%	0%	-14%	-6%	-3%	9%	-16%	4%
Cn1cc([N+](=O)[O-])c(C(=O)N/N=C/c2ccc3c(c2)OCO3)n1	-1%	3.0%	1%	-15%	-4%[57.1 µM]	3%	5%[57.1 µM]	1%	5%
O=S(=O)(c1cccc(Cn2nnc(-c3ccccc3)n2)c1)N1CCOCC1	9%	/	3%	-16%	-5%	-3%	11%	-3%	-1%
CCN(CC)CCN(C(=O)/C=C/c1cccs1)c1nc2ccc(OC)cc2s1	-14%	/	4%	-19%	-1%	1%	19%	5%	-1%
Cc1ccc(OCCn2c(NC(=O)c3ccco3)nc3ccccc32)cc1	9%	3.7%	7%	9%	-1%	2%	-11%	9%	0%
COCCCn1c(SCC(=O)Nc2ccc(C(=O)OC)cc2)nc2ccccc2c1=O	-1%	3.1%	1%	-21%	-5%	3%	4%	8%	-3%
CC(=O)Nc1cccc(/C(C)=N/Nc2nc3ccccc3s2)c1	4%	1.8%	-7%	-14%	6%[57.1 µM]	5%	-4%	-1%	?
Cc1onc(NC(=O)c2ccc([N+](=O)[O-])o2)c1Br	?	15%	-26%	-13%	-5%	0%	-16%	-11%	?
CCc1cccc(NC(=O)CCS(=O)(=O)c2cc(Br)cc3c2N(C(C)=O)CC3)c1	0%	6.0%	4%	-17%	-2%[2.29 µM]	9%	-10%	-6%	-1%
Cc1cc(=O)n2nc(N3CCCC(C(=O)N4CCN(c5ccccc5)CC4)C3)sc2n1 (stereo not given)	12%	3.1%	2%	-12%	-5%	12%	-5%	-5%	-5%

Carrying on:
Compound	ALOX12 inh	RXFP1 agonist	Vif-A3G inh	USP1-UAF1 inh	TrxR1 substrate	mIDH1 inhibitor	rTrxR1 inhibitor	RGS4 inhibitor	Vif-A3F inh
COc1ccc(NS(=O)(=O)c2ccc(NS(=O)(=O)c3cccs3)cc2)c(OC)c1	?	0.0%	-4%	-21%	2%[57.1 µM]	-10%	3%[57.1 µM]	14%	14%
CC[n+]1c(-c2ccccc2)csc1Nc1c(C)n(C)n(-c2ccccc2)c1=O	-10%	-1.4%	-1%	-11%	7%	1%	10%	-13%	-13%
O=C(Nc1ccc(S(=O)(=O)N2CCOCC2)cc1)c1cccc(Br)c1	1%	-1.4%	0%	-13%	4%[57.1 µM]	19%	15%[57.1 µM]	7%	-13%
O=C1NC(c2ccccc2)(C(F)(F)F)SC2=CCCCCN12 (stereo not given)	0%[57.4 µM]	-0.8%	-1%	-18%	-2%[57.1 µM]	2%	1%[57.1 µM]	6%	3%
CCOC(=O)C1CCCN(c2ncnc3c2cnn3-c2cccc(C)c2)C1 (stereo not given)	2%	0.1%	0%	-18%	-1%	1%	9%	-25%	2%
COC(=O)c1cc(Cl)c(NS(=O)(=O)c2ccccc2)cc1OC	18%	-0.2%	2%	-1%	-6%	7%	-15%	-11%	3%
COc1ccc(-n2c(=O)c3c(C)c(C)sc3n(CC(=O)NCc3ccc(C)cc3)c2=O)c(OC)c1	-20%	3.7%	/	-24%	-2%	/	17%	4%	/
Cn1c(CNC(=O)C(Cc2ccccc2)NC(=O)c2ccccc2F)cc(=O)n(C)c1=O (stereo not given)	23%&12%	4.2%	1%	-8%	12%[57.1 µM]	-3%	41%[activator][57.1 µM]	-3%[56.9 µM]	-1%
O=C(c1ccc(S(=O)(=O)Nc2ccccc2Cl)cc1)N1CCCC1	0%	/	-8%	-26%	0%	3%	12%	21%	-2%
CC1CCN(C(=O)CSC2=NS(=O)(=O)c3cc(F)ccc3N2)CC1	-7%	1.8%	2%	-1%	-5%	-3%	-2%	-9%	-12%
CN1CCN(CC(=O)NC(=O)NC2CCCCC2)CC1	-41%	1.7%	0%	-3%	1%	3%	14%	5%	-1%
CCOC(=O)NC(=O)c1cn(Nc2ccccc2)c(=O)[nH]c1=O	5%	-0.9%	0%	-15%	7%[57.1 µM]	2%	9%[57.1 µM]	9%	8%
Cc1nc2ccccc2nc1Nc1cccc(Cl)c1	?	2.8%	-9%	-14%	-1%	-13%	13%	16%	-1%

Laid out differently: two of the compounds above
Below each compound: ALOX12 inh	RXFP1 agonist	Vif-A3G inh	USP1-UAF1 inh	TrxR1 substrate	mIDH1 inhibitor	rTrxR1 inhibitor	RGS4 inhibitor	Vif-A3F inh
Cn1c(CNC(=O)C(Cc2ccccc2)NC(=O)c2ccccc2F)cc(=O)n(C)c1=O (stereo not given)
    23%&12%	4.2%	1%	-8%	12%[57.1 µM]	-3%	41%[activator][57.1 µM]	-3%[56.9 µM]	-1%
O=C(c1ccc(S(=O)(=O)Nc2ccccc2Cl)cc1)N1CCCC1
    0%	/	-8%	-26%	0%	3%	12%	21%	-2%
